Source: PubChem (several laboratories)
RmlC RmlD mix – RmlC and RmlD coupled enzyme inhibitors, primary screen, biochemical, 384-well, compound mixtures, retest | RmlC/RmlD coupled enzyme inhibition, 384-well mixture HTS | inhibition, % at 5.5 µM | 110,000 tested, 0.39% active | AID 1532, 2009; in the data active means inhibition above about 30%, passing the limit was not always enough; further: strong numbers were not always called active
HIV RNase H inh – HIV-1 RT RNase H inhibitors, primary screen, biochemical, fluorescence; inhibition, % at 10 µM; RT-RNase H RNA/DNA duplex cleavage; AID 565, 2006; 65,000 tested, 1.9% active; Gag-Pol polyprotein (Human immunodeficiency virus type 1 group M subtype B (isolate …; in the data active means inhibition above about 50%
Active calls of the source: *. This is a subset. The share of hits here may be higher or lower than overall.

`CCN(CC)C(=O)CSC1=Nc2ccccc2C2=NC(c3ccccc3)C(=O)N12` (centres undefined) gave RmlC RmlD mix -1.6.
`O=C(O)c1ccc(NC(=O)C2(c3ccccc3)CCOCC2)cc1` gave RmlC RmlD mix -3.8 and HIV RNase H inh -0.4.
`CCn1c(Cc2cccc3ccccc23)nnc1SCC(=O)Nc1nccs1` gave RmlC RmlD mix 0.5.
`Cc1cccc(C)c1N1CCc2cn[nH]c21` gave RmlC RmlD mix -12.3.
Screening COc1ccc(C2SCC(=O)N2C)cc1 (centres undefined) returned RmlC RmlD mix -307.0.
`CCOC(=O)Nc1ccc(S(=O)(=O)NCCCN2CCOCC2)cc1` gave RmlC RmlD mix -17.0 and HIV RNase H inh -5.4.
CC1=C(C(=O)OCC(C)C)C(c2ccsc2)NC(=O)N1 (centres undefined) was read as RmlC RmlD mix -14.9.
`COC(=O)C[C@H]1c2cc(F)cc(F)c2S(=O)(=O)N1C1CCN(Cc2ccccc2)CC1` gave RmlC RmlD mix -5.3.
Cc1ccc2c(Cl)c(C(=O)NCCCn3ccnc3)sc2c1 was read as RmlC RmlD mix -20.4.
Screening Cc1ccc(-c2c3c(nc4sc(C(N)=O)c(N)c24)CCC3)cc1 returned RmlC RmlD mix -7.1.
`COCc1nnc(NC(=O)CCCOc2ccccc2)s1` gave RmlC RmlD mix 8.1 and HIV RNase H inh -8.2.
Screening O=C(OCc1nc2ccccc2s1)c1cccs1 returned RmlC RmlD mix -15.5 and HIV RNase H inh -14.7.
COc1ccc(NC(=O)c2cccnc2N2CCCCC2)cc1 was read as RmlC RmlD mix -14.9 and HIV RNase H inh 15.1.
Screening COc1ccccc1C(=O)Nc1cccc(NC(C)=O)c1 returned RmlC RmlD mix -3.9 and HIV RNase H inh -6.8.
Screening CCO[C@@H]1OC(C(N)=O)=C[C@H](c2ccc(C(F)(F)F)cc2)[C@H]1CCCO returned RmlC RmlD mix -9.9.

Reprinted from the part before: three compounds; new compounds follow.
COc1ccc(NC(=O)c2cccnc2N2CCCCC2)cc1 was read as RmlC RmlD mix -14.9 and HIV RNase H inh 15.1.
Screening COc1ccccc1C(=O)Nc1cccc(NC(C)=O)c1 returned RmlC RmlD mix -3.9 and HIV RNase H inh -6.8.
Screening CCO[C@@H]1OC(C(N)=O)=C[C@H](c2ccc(C(F)(F)F)cc2)[C@H]1CCCO returned RmlC RmlD mix -9.9.
CCCOc1ccc(C(=O)Nc2cc(-c3nn4c(C)nnc4s3)ccc2C)cc1 was read as HIV RNase H inh 14.5.
Screening CCc1nnc(NC(=O)c2ccc(N3C(=O)CCC3=O)cc2)s1 returned RmlC RmlD mix 7.3 and HIV RNase H inh -7.2.
For NNCc1cccc(O)c1 the results were RmlC RmlD mix 7.4.
`NS(=O)(=O)c1cc2c(cc1C(F)(F)F)NCNS2(=O)=O` gave RmlC RmlD mix -18.2 and HIV RNase H inh 1.3.
Screening CCSc1nc2c(c(=O)[nH]1)C(c1ccncc1)C(C(=O)OC)=C(C)N2 (centres undefined) returned RmlC RmlD mix 21.3 and HIV RNase H inh -10.9.
For COC(=O)Cn1c(SCc2ccccc2)nc2ccccc21 the results were RmlC RmlD mix -3.7.
For CCCCN(Cc1ccccc1)S(=O)(=O)c1cc(Br)cc2c1N(C(C)=O)C(C)C2 (centres undefined) the results were RmlC RmlD mix 0.7.
c1nnc2c3c4c(sc3ncn12)CCC4 was read as RmlC RmlD mix 9.5 and HIV RNase H inh -6.0.
COc1ccc(-c2nn(C)c(=O)c3ccccc23)cc1NC(=O)COc1ccccc1 was read as RmlC RmlD mix 6.6.
Screening COc1cc(C2c3c(oc4ccccc4c3=O)C(=O)N2Cc2ccco2)ccc1O (centres undefined) returned RmlC RmlD mix -12.7.
For O=C(CN1CCc2ccccc2C1)Nc1ccc(Br)cc1 the results were RmlC RmlD mix -7.2.
For CCCCCCn1c(=O)c(C(=O)Nc2c(C)n(C)n(-c3ccccc3)c2=O)c(O)c2ccccc21 the results were HIV RNase H inh 49.9.
O=C(Nc1cccc(C(F)(F)F)c1)C1CCN(S(=O)(=O)c2cnc[nH]2)CC1 was read as RmlC RmlD mix -9.6 and HIV RNase H inh 3.2.
CC1=Nn2c(nc(-c3ccccc3)c2-c2ccccc2)N(CC(N)=O)C(=O)C1 was read as RmlC RmlD mix -1.1 and HIV RNase H inh -4.1.
Screening CCOC(=O)c1sc(N)c(C#N)c1CSc1nc2ccc(C)cc2[nH]1 returned RmlC RmlD mix -11.4.
Cc1ccc2c(c1)c1ncnc(N3CCc4ccccc4C3)c1n2C was read as RmlC RmlD mix -14.7 and HIV RNase H inh -18.8.
Screening COC(=O)c1ccc(Cc2ccc(C(=O)OC)o2)o1 returned RmlC RmlD mix -8.6 and HIV RNase H inh -1.7.
Screening CCn1c(=O)cc(OCC(=O)N(C)c2ccccc2F)c2ccccc21 returned RmlC RmlD mix -7.2 and HIV RNase H inh -24.8.
Cc1cc(NC(=O)CN2CCN(c3ccccc3F)CC2)nc2c1c(=O)oc1ccccc12 was read as HIV RNase H inh 28.5.
Screening CN1CCN(c2oc(COc3ccc(-c4ccccc4)cc3)nc2C#N)CC1 returned RmlC RmlD mix 17.2 and HIV RNase H inh -42.1.
Screening CCCCn1cnc2cc(NCc3cccc(OC)c3O)ccc21 returned RmlC RmlD mix -11.7 and HIV RNase H inh -9.6.
For O=C(NCCc1ccc(Cl)cc1)C1CCCN(S(=O)(=O)c2cnc[nH]2)C1 (centres undefined) the results were RmlC RmlD mix 2.4 and HIV RNase H inh -8.1.
Screening N=C1C=CC=C2C1=NC1(CCCCC1)N2O returned RmlC RmlD mix -12.8 and HIV RNase H inh 6.9.
For CC(C(=O)Nc1ccc(N2CCOCC2)cc1)N1C(=O)c2ccccc2C1=O (centres undefined) the results were RmlC RmlD mix 2.8 and HIV RNase H inh -2.8.
CCOc1ccc(N(CC(=O)NC(C)(C)C)C(=O)c2ccco2)cc1 was read as RmlC RmlD mix 9.8 and HIV RNase H inh 9.9.
For O=C(Cc1ccc(F)cc1)OCC(=O)c1cc2ccccc2o1 the results were HIV RNase H inh -5.9.
`CCN1C=C(C(=O)OC)C(c2cccc(C)c2)C(C(=O)OC)=C1` gave RmlC RmlD mix -7.6 and HIV RNase H inh -8.2.
NC1=NC(c2cccc(O)c2)n2c(nc3ccccc32)N1 (centres undefined) was read as RmlC RmlD mix 10.7 and HIV RNase H inh -20.7.
For CCOC(=O)C1=C(N)N(c2ccccc2)C(=O)C1 the results were RmlC RmlD mix -9.6.
Screening CCOC(=O)N1CCN(S(=O)(=O)c2ccc3c(c2)OCC(=O)N3)CC1 returned RmlC RmlD mix -4.1 and HIV RNase H inh -15.2.

Structures from the list above that contain a cyano group, in the order listed:
Screening CCOC(=O)c1sc(N)c(C#N)c1CSc1nc2ccc(C)cc2[nH]1 returned RmlC RmlD mix -11.4.
Screening CN1CCN(c2oc(COc3ccc(-c4ccccc4)cc3)nc2C#N)CC1 returned RmlC RmlD mix 17.2 and HIV RNase H inh -42.1.

More compounds
For COc1ccc(C)cc1S(=O)(=O)NCCC1=CCCCC1 the results were RmlC RmlD mix -0.5.
`CCOC(=O)Cn1c(=O)c2c(nc(Br)n2CC(=O)OCC)n(C)c1=O` gave RmlC RmlD mix 5.7 and HIV RNase H inh -7.1.
`CCOc1ccc(C2CC(c3ccc(CC)cc3)n3nc(N)nc3N2)cc1` (centres undefined) gave RmlC RmlD mix 2.0 and HIV RNase H inh -4.7.
For CCN(CC(=O)Nc1ccc2c(c1)OC(F)(F)O2)Cc1nc2ccccc2c(=O)[nH]1 the results were RmlC RmlD mix -9.4.
COc1ccc(C2C(C(=O)c3sc(C)nc3C)=C(O)C(=O)N2CCCn2ccnc2)cc1 (centres undefined) was read as HIV RNase H inh 0.0.
For COc1ccc(N2C(=O)CC(N3CCN(c4ccc(C(=O)c5cccnc5)cc4)CC3)C2=O)cc1 (centres undefined) the results were RmlC RmlD mix -3.9.
Screening CC(C)NC(=S)NN(c1ccccc1)c1ccccc1 returned RmlC RmlD mix 2.8.
`O=C(Nc1cc(C(F)(F)F)ccc1-n1cncn1)c1ccc(Br)cc1` gave RmlC RmlD mix -13.1.
For O=C(Nc1cc(C(F)(F)F)ccc1N1CCOCC1)c1ccc(F)cc1 the results were RmlC RmlD mix -10.9.
c1cncc(C(c2nnnn2C2CCCC2)N2CCCC2)c1 (centres undefined) was read as RmlC RmlD mix 11.4 and HIV RNase H inh -13.1.
Cc1ccc(NC(=O)CCN2CCN(C/C=C/c3ccccc3)CC2)cc1C was read as HIV RNase H inh 0.3.
CCN1CCN(Cc2ccc(NC(=O)c3cc(NC(=O)N4CCNC4=O)cc(OC)c3)cc2C(F)(F)F)CC1 was read as RmlC RmlD mix -11.6.
`CCCN(CCC)C(=O)Cc1coc2ccc3ccccc3c12` gave RmlC RmlD mix 3.6.
For O=C1OCCC1Sc1nnc(-c2ccccc2)o1 (centres undefined) the results were RmlC RmlD mix -4.9 and HIV RNase H inh -7.2.
For CCN(CC)Cc1cc(C(C)=O)ccc1O the results were RmlC RmlD mix -8.9.
CCCCCn1c(CCNC(=O)c2cccs2)nc2ccccc21 was read as RmlC RmlD mix -13.4.
`CCNc1nc(NCC)nc(Oc2ccc(OCC)nn2)n1` gave RmlC RmlD mix 6.5 and HIV RNase H inh 2.6.
`CCCN(Cc1cc2cc(C)ccc2[nH]c1=O)C(=O)c1cccc(OC)c1` gave RmlC RmlD mix 6.2 and HIV RNase H inh -12.9.
Screening Cc1sc2nc(SCC(=O)N(CCO)CCO)n(C3CCCCC3)c(=O)c2c1C returned RmlC RmlD mix 10.1 and HIV RNase H inh -5.9.
For CCOCCCN1CN(S(=O)(=O)c2ccc(Cl)cc2)c2nc3ccccc3nc21 the results were RmlC RmlD mix 15.5.
For O=C(NCc1ccccc1)C(c1cccs1)N(Cc1cccs1)C(=O)c1cnccn1 (centres undefined) the results were RmlC RmlD mix 4.3.
For Cc1cc(C)cc(OCC(=O)NNC(=O)c2cc3ccccc3oc2=O)c1 the results were RmlC RmlD mix 19.7.
For O=C(Nc1ccccc1)Oc1ccccc1 the results were RmlC RmlD mix -6.4.
`CC(=O)NCc1nc2ccccc2n1Cc1ccccc1C` gave RmlC RmlD mix 6.3 and HIV RNase H inh -6.2.
Screening CCOc1ccc(NC(=O)CN(C)S(=O)(=O)c2cccs2)cc1 returned RmlC RmlD mix -7.4 and HIV RNase H inh 3.1.
O=c1c2c(nc3c(-c4cccc(Br)c4)c[nH]n13)CCCC2 was read as RmlC RmlD mix -0.9 and HIV RNase H inh -30.5.
Screening CCOC(=O)N1CCOCCOCCN(C(=O)OCC)CCOCC1 returned RmlC RmlD mix 7.3 and HIV RNase H inh 5.9.
O=C(NCCC1=CCCCC1)c1ccc(Cl)c(S(=O)(=O)Nc2ccccc2)c1 was read as RmlC RmlD mix -14.8.
Cc1ccc(Nc2nnc(SCC(=O)NCc3ccco3)s2)cc1 was read as RmlC RmlD mix -12.0 and HIV RNase H inh 4.3.
Screening CCCCn1c(O)c(C(CC)=NCc2ccc3c(c2)OCO3)c(=O)[nH]c1=O returned RmlC RmlD mix -24.1 and HIV RNase H inh -16.8.
For Cc1cccc(NC(=O)CSC(N)=O)c1C the results were RmlC RmlD mix -2.9 and HIV RNase H inh 16.6.
For CCCc1c(O)nc(SCc2ccccc2)[nH]c1=O the results were RmlC RmlD mix -11.6 and HIV RNase H inh 2.4.
O=c1c2c(-c3ccccc3)csc2ncn1/N=C/c1c2ccccc2cc2ccccc12 was read as RmlC RmlD mix -6.5.
For COc1ccc(Cl)cc1CN1CCN(c2nc(C)cc(C)c2C#N)CC1 the results were RmlC RmlD mix 4.8 and HIV RNase H inh -4.6.
`O=Cc1ccc(OCc2ccccn2)cc1` gave RmlC RmlD mix -1.9.
For COc1ccc(CNC(=O)CN2C(=O)C3CCCN3c3ncc(Cl)cc32)cc1 (centres undefined) the results were RmlC RmlD mix -0.3.
Screening Cn1c(/C=N/NC(=O)c2ccccc2Br)nc2ccccc21 returned RmlC RmlD mix -8.9.
For CCN1C(=O)C2C(c3cccc(F)c3)NC(C)(C(=O)OC)C2C1=O (centres undefined) the results were RmlC RmlD mix 37.4 and HIV RNase H inh 9.4.
Screening CCC(=O)N1CC2(C)CN(C(=O)CC)CC(C)(C1)C2 returned RmlC RmlD mix 10.5 and HIV RNase H inh 5.5.
Screening Cn1c(=O)[nH]c(=O)c2c1nc(N1CCCCC1)n2CC(O)CN1CCCCC1 (centres undefined) returned RmlC RmlD mix -8.9 and HIV RNase H inh 3.1.
Screening Cc1cc(C)c(C(=O)c2ccc(C(=O)N(C(C)C)C(C)C)cc2)c(C)c1 returned RmlC RmlD mix -11.1.
Screening Cc1ccc(C)n1NC(=O)c1ccccc1 returned RmlC RmlD mix 6.4.
Screening CC(=O)c1cc(F)c(N2CCN(C(=O)COc3ccc(F)cc3)CC2)cc1C returned RmlC RmlD mix -11.3.
Cc1ccc(NC(=O)CCc2nnc(SCC(=O)Nc3ccccc3C)n2C)cc1Cl was read as RmlC RmlD mix 2.7.
`O=C(COc1cccc2cccnc12)Nc1nccs1` gave RmlC RmlD mix 7.8 and HIV RNase H inh 0.9.
CC(=O)N1CCN=C1SCc1ccc(C)cc1 was read as RmlC RmlD mix 3.9 and HIV RNase H inh -3.8.
For O=C(CCc1c[nH]c2ccccc12)NCC1CCCO1 (centres undefined) the results were RmlC RmlD mix 2.8 and HIV RNase H inh -6.8.

At a glance, some entries already given:
For Cc1cccc(NC(=O)CSC(N)=O)c1C the results were RmlC RmlD mix -2.9 and HIV RNase H inh 16.6.
For CCCc1c(O)nc(SCc2ccccc2)[nH]c1=O the results were RmlC RmlD mix -11.6 and HIV RNase H inh 2.4.
